Screens (PubChem BioAssay)
T cell modulator: T cell immune modulation candidate; 2C CD8+ T cell-vesicle binding, flow cytometry; stronger effect = lower value; calls only at 7 µM; actives 0.068% (n = 330,000); AID 2052;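 active = response, share of CD8 T cells binding vesicles, and their 90th percentile fluorescence all below set limits, cut at about 80% in these data, passing the limit was not always enough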
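Material: murine 2C transgenic CD8+ T lymphocytes / Also added: QL9-peptide-loaded Drosophila micro-vesicles bearing Ld, ICAM-1 and B7-1 / Schedule: binding step 1.5 h, 37 °C, antibody labelling 20 min, ice / Signal: flow cytometry, PE anti-B7-1 (FL2) versus Alexa647 anti-CD8 (FL8), PFA-fixed / Evaluation: percent CD8+ FL2 mean versus row control / Benchmarks: naked versus QL9-loaded vesicles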
b-catenin transl: beta-catenin nuclear translocation modulation; HeLa beta-catenin nuclear translocation, immunofluorescence imaging; nuclear translocation activity, % at 5 µM; actives 0.3% (n = 190,000); AID 1665;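 active = nuclear translocation activity above 50% at 5 µM, with a well cell count of 50 or more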;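 also: per-cell ratio of nuclear to cytoplasmic median beta-catenin stain intensity; plate controls were DMSO negative control for no effect and GSK-3 inhibitor IX positive control for full effect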
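Read-out: Nuclear/cytoplasmic beta-catenin signal ratio, % activation | Assay system: Human HeLa cell line | Times: 24 h compound exposure at 37°C, 5% CO2 | Signal: Fluorescence imaging of beta-catenin antibody stain plus DAPI | Dosing: 5 µM primary, 0.02–20 µM confirmation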
Salmonella PhoP GFP: PhoP-dependent GFP reporter repression – Salmonella Typhimurium, primary screen (AID 1863). actives 0.16% (n = 300,000). inhibition, % at 50 µM; hits with a dose series show IC50 in µM. S. Typhimurium PhoP-regulated promoter GFP reporter, 4 h; higher % means a stronger effect;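 active = inhibition over 29.93%, a cutoff 3 SD above the screen mean, later confirmed by dose response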;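 also: 0% = low Mg2+ inducing control and 100% = high Mg2+ repressing control; strong numbers were not always called active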
Autophagy HCS: alters autophagy in cells; MEF GFP-LC3 puncta imaging; test concentration mostly 10 µM; actives 0.98% (n = 190,000); AID 463193; calls only at 10 µM (by protocol);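 active = percentage of spot-positive cells more than 3 SD above its plate mean, without a fluorescence outlier flag or 80% toxicity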;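 also: spot-positive cell cutoff set from DMSO-treated cells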
Lipid droplet: modulators of hepatic lipid droplet formation. AML12 mouse hepatocytes, oleate lipid droplets, BODIPY imaging. inhibition, % at 6.5 µM. actives 0.4% (n = 240,000);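 active = lipid droplet intensity inhibited by at least 50%, with more than 500 cells counted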
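Technique: fluorescence imaging, 20x objective, two fields per well / Assay system: AML12 hepatocytes (mouse) / Measure: % inhibition of lipid droplet signal / Doses: 6.5 µM single-point dosing / Incubation: overnight exposure / Reagent: 100 µM oleic acid challenge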
Insulin prom up: MIN6 insulin promoter up-regulation | MIN6 insulin promoter-GFP reporter, high-content imaging; stronger effect = higher value | z-score at 5 µM | actives 0.3% (n = 190,000);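 active = z-score above 3 at 5 µM with at least 500 cells counted in the well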
MT stabilizer: microtubule stabilization, imaging screen | HeLa tubulin immunostaining HCS, 24 h; share of cells brighter than vehicle mean+2SD | % tubulin-high responders, % at 10 µM | actives 0.83% (n = 200,000);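 active = plate Z-score above 3 for both tubulin-high and condensed-nucleus cell shares, with cell loss under 80%, at 10 µM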;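 also: anti alpha tubulin signal scored within the nucleus-defined area of each cell; some results filed as inactive read as strong as hits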
CSM14.1 death rescue: protection against thapsigargin-triggered cell killing – 384-well, CSM14.1, ATP luminescence, primary screen (AID 1222); CSM14.1 thapsigargin-induced death rescue, ATP luminescence; higher % means a stronger effect; 190,000 tested, under 10 active; one-dose cellular ATP content (survival), % at 20 µM; EC50 in µM for titrated hits;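 active = EC50 below 50 µM in the dose-response confirmation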;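 also: death triggered by thapsigargin at about 15 µM added after 2 h compound pretreatment; cell ATP read after overnight thapsigargin exposure of roughly 18 to 22 hours; normalized against plate controls of thapsigargin alone and 5% DMSO vehicle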
Dynein cargo inh: dynein cargo transport inhibition. 3617.4 mouse cells, GR-EGFP nuclear translocation imaging; test concentration mostly 20 µM; stimulated with dexamethasone, 1 µM; stronger effect = lower value. actives 0.47% (n = 220,000). AID 1381. z-score, hits read low;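 active = plate z-score of nuclear minus cytoplasmic receptor signal below a set negative limit, without overly bright fluorescence or cell loss, cut at about -3.5 in these data, passing the limit was not always enough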;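 also: z-score of nuclear minus cytoplasmic ring GR-EGFP intensity difference per well; some compounds called inactive have numbers as strong as hits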
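medium = tetracycline-free induction medium containing charcoal-stripped FBS | probe or stimulus = dexamethasone, 1.0 µM final | timing = 48 h induction, then 1 h compound, then 30 min agonist, 37 °C | detection = automated 10x imaging of fixed Hoechst-stained cells | read-out basis = nuclear versus cytoplasmic GR-EGFP signal, averaged per well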
Dynein cargo inh cytoplasmic EGFP: second read-out of Dynein cargo inh, no call of its own (marks repeat the call); z-score; measured here: cytoplasmic GR-EGFP intensity; stronger effect = higher value
Dynein cargo inh nuclear GR-EGFP: recorded beside Dynein cargo inh, whose call it bears; z-score; measured here: nuclear GR-EGFP intensity;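 lower value marks the stronger effect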
Dynein cargo inh cell count: further read-out of Dynein cargo inh, marked with its call; z-score; measured here: cell count per field
Insulin prom up cell count: recorded beside Insulin prom up, whose call it bears; cell count; measured here: cytotoxicity, nuclei count;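 total cells summed across four imaged fields per well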
Lipid droplet cells 6.5 µM: recorded beside Lipid droplet, whose call it bears; cell count; measured here: cell count, cytotoxicity flag;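 cells counted across two imaged fields per well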
b-catenin transl cell count 5 µM: second read-out of b-catenin transl, no call of its own (marks repeat the call); cell count; measured here: cell count, cytotoxicity flag
T cell modulator vesicle-bound %: further read-out of T cell modulator, marked with its call; double positive events, %; measured here: CD8+ vesicle-bound cell fraction;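 binding gate set so that unloaded-vesicle control wells show 10% double positive cells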
MT stabilizer Hoechst-high %: further read-out of MT stabilizer, marked with its call; % Hoechst-high responders; measured here: nuclear condensation Hoechst responders;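 share of cells brighter than vehicle mean plus two SD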
MT stabilizer cytotoxicity %: second read-out of MT stabilizer, no call of its own (marks repeat the call); toxicity, %; measured here: cytotoxicity by cell density;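 0% = mean cell density of plate MIN control wells and 100% = no cells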
Autophagy HCS cell loss 18 h: second read-out of Autophagy HCS, no call of its own (marks repeat the call); toxicity, %; measured here: cell loss, nuclei count;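 cell loss after 18 h compound exposure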
* = called active by the depositor; i = inactive; . = not tested or not shown; + = active, no number.

SMILES | T cell modulator | T cell modulator vesicle-bound % | b-catenin transl | b-catenin transl cell count 5 µM | Salmonella PhoP GFP | Autophagy HCS | Autophagy HCS cell loss 18 h | Lipid droplet | Lipid droplet cells 6.5 µM | Insulin prom up | Insulin prom up cell count | MT stabilizer | MT stabilizer Hoechst-high % | MT stabilizer cytotoxicity % | CSM14.1 death rescue | Dynein cargo inh | Dynein cargo inh cytoplasmic EGFP | Dynein cargo inh nuclear GR-EGFP | Dynein cargo inh cell count
Cc1cccc(C)c1OCC(O)CN1CCC(CN2C(=O)c3cccc4cccc(c34)C2=O)CC1 (stereo unspecified) | i | 34 | -0.2 | 1001 | 21% | + | 1.0* | 6 | 752 | -1 | 710 | 2.7 | 2.5 | 5.0 | -0.6% | 0.39 | 0.13 | 0.45 | -0.27
O=[N+]([O-])c1cccc(C2=NC(c3ccccc3)CO2)c1 (stereo unspecified) | i | 17 | . | . | 8% | i | -38 | -4 | 753 | 0.56 | 1244 | 3.4 | 2.0 | 6.5 | -1.8% | -0.33 | 0.25 | 0.2 | 0.5
COc1cccc(COc2ccccc2C2Nc3ccc(Br)cc3C(=O)N2NC(=O)c2ccncc2)c1 (stereo unspecified) | i | 17 | -1.0 | 1330 | 26% | i | -18 | . | . | -0.17 | 1634 | 2.7 | 1.7 | 4.7 | -2.7% | 0.016 | -0.21 | 0.3 | 1.2
Cc1ccsc1C(=O)OCC(=O)c1cc(C)n(CC2CCCO2)c1C (stereo unspecified) | i | 11 | -0.8 | 1340 | 5% | i | 1 | . | . | 0.31 | 1641 | 2.4 | 1.5 | 4.7 | -7.4% | -0.82 | -0.18 | -0.45 | 0.79
C/C(=N\NC(=O)c1ccc(NS(=O)(=O)c2cccs2)cc1)c1ccc2ccccc2c1 | i | 24 | -2.1 | 495 | 16% | i | -14 | 2 | 664 | 0.24 | 1239 | 4.0 | 2.4 | 11 | -3.4% | 0.52 | -0.29 | -0.063 | -0.5
Cc1ccc(NC2=C(Cl)C(=O)OC2OC(C)C)cc1 (stereo unspecified) | i | 47 | 2.9 | 1010 | 0% | i | -2 | 0 | 695 | -0.77 | 1255 | 3.5 | 2.0 | 5.6 | -0.8% | -0.82 | 1.5 | -0.37 | -0.15
C=C(C)n1c(=O)[nH]c2ccccc21 | i | 36 | -1.4 | 1145 | 29% | i | 1 | . | . | 0.45 | 1115 | 2.0 | 1.1 | 7.3 | -0.4% | 0.25 | -0.18 | -0.081 | -0.14
CCCC[n+]1ccn(-c2nc3ccccc3nc2[N-]S(=O)(=O)c2ccccc2)c1 | i | 54 | . | . | -2% | i | -4 | 8 | 821 | -0.04 | 905 | 1.5 | 1.2 | 12 | -0.3% | 2.2 | -0.0089 | 1.3 | -1
COc1cc(OC)cc(-c2cn[nH]c2N)c1 | i | 57 | -2.4 | 1067 | 11% | i | 21 | -12 | 709 | -0.5 | 1475 | 2.8 | 1.8 | 2.4 | 0.0% | 3.1 | -0.23 | 1.5 | -1.3
CCOC(=O)c1nn(-c2ccc(F)cc2)c2nc(CC(C)C)c(C#N)c(=O)n12 | i | 29 | -3.4 | 660 | 2% | i | -8 | -3 | 746 | . | . | 2.5 | 1.0 | 6.9 | 0.0% | -0.96 | 0.43 | -0.4 | 0.22
CC(NC(=O)/C(=C\c1ccco1)NC(=O)c1ccccc1Br)C(=O)O (stereo unspecified) | i | 58 | 0.5 | 1174 | -5% | i | 7 | -12 | 534 | -0.53 | 1340 | 4.6 | 2.0 | 7.8 | 1.1% | -0.79 | -0.29 | -0.36 | 0.92
Nc1cc(-c2ccco2)no1 | i | 20 | . | . | 3% | i | -13 | . | . | . | . | 5.9 | 2.2 | 5.9 | . | -0.77 | -0.22 | -0.24 | 0.75
Cc1ccc(Cn2nc(C)c(NC(=O)c3noc4c3CCCCC4)c2C)cc1 | i | 38 | . | . | -4% | i | 23 | -1 | 719 | 1.2 | 1045 | 3.0 | 3.3 | 8.4 | 0.7% | -1.5 | -0.16 | -0.26 | 0.6
CCOc1ccc(C(=O)NC2CCN(S(=O)(=O)CC)CC2)cc1 | i | 21 | -2.3 | 941 | 23% | i | -11 | . | . | 0.84 | 1299 | 2.4 | 2.4 | 7.5 | 0.4% | -0.91 | -0.23 | -0.33 | 1.4
CCn1nnc(NC(=O)COc2ccc(C3CCCCC3)cc2)n1 | i | 50 | . | . | -4% | i | 4 | 0 | 717 | . | . | 1.4 | 1.7 | 8.6 | -1.2% | -0.07 | -0.15 | 0.48 | 1.5
CCOC(=O)c1ccc(NC(=O)C2CCCO2)cc1 (stereo unspecified) | i | 37 | -0.7 | 1468 | 3% | i | -9 | . | . | -0.13 | 1406 | 4.8 | 3.8 | 0.2 | 0.4% | -0.23 | 0.61 | -0.039 | 0.5
O=S(=O)(NC1=NCCC1)c1cccc(NS(=O)(=O)c2ccc(OC(F)(F)F)cc2)c1 | i | 56 | -1.2 | 1138 | -6% | i | -8 | -22 | 665 | 0.47 | 1438 | 2.3 | 1.6 | 10 | -3.4% | 0.63 | -0.26 | 0.47 | 0.22
O=C(O)C(Sc1ccncn1)c1ccccc1 (stereo unspecified) | i | 6 | -2.5 | 1113 | 3% | i | 14 | -4 | 646 | -0.91 | 1252 | 6.5 | 2.5 | 7.7 | -0.8% | -0.3 | -0.36 | 0.12 | 0.51
COc1ccc(-c2cc(C(F)(F)F)c3c(n2)sc2c(O)cc(=O)[nH]c23)c(OC)c1 | i | 39 | 0.2 | 998 | -20% | i | -9 | -3 | 655 | 0.01 | 1277 | 3.4 | 2.1 | 9.1 | 1.0% | -0.11 | 0.034 | -0.2 | 0.086
Cc1nc(NC(=O)CC(C)C)sc1-c1csc(Nc2ccc(Cl)cc2Cl)n1 | i | 36 | 6.0 | 732 | -1% | i | -5 | . | . | -0.87 | 1194 | 2.7 | 1.4 | 11 | -0.4% | 1.4 | -0.23 | 0.95 | 0.19
CC(=O)Nc1sc(N)nc1-c1ccccc1 | i | 46 | . | . | 8% | + | 14* | . | . | 0.23 | 958 | 4.5 | 3.3 | 10 | 0.4% | -0.75 | -0.26 | -0.44 | 0.76
O=C(O)c1ccc(CSc2nc(-c3ccccc3)cc(C(F)(F)F)n2)cc1 | i | 35 | -1.5 | 521 | -10% | i | -2 | 3 | 582 | -0.07 | 1350 | 3.5 | 2.2 | 8.4 | 0.3% | -0.033 | -0.29 | -0.23 | 0.54
O=[N+]([O-])c1ccc2c(c1)OCCOCCOCCOCCOCCOCCO2 | i | 58 | -2.0 | 991 | 0% | i | -1 | -2 | 637 | -0.25 | 1240 | 2.5 | 3.3 | 8.2 | -2.5% | 0.56 | -0.1 | -0.075 | -1.7
CCN=C1SC(C(=O)Nc2cc(Cl)cc(Cl)c2)CC(=O)N1CC (stereo unspecified) | i | 12 | -0.9 | 1022 | . | i | -13 | 0 | 683 | -0.39 | 1521 | 2.1 | 0.8 | 4.1 | 1.4% | 2.1 | -0.16 | 1.6 | -1.7
COc1cccc(/C=N/Nc2nc(-c3cccnc3)nc3ccccc23)c1 | i | 18 | 1.6 | 1334 | -6% | . | . | -5 | 749 | -0.62 | 1054 | . | . | . | . | -0.23 | -0.16 | 0.55 | 0.057
CCCS(=O)(=O)N1CCN(C2CCC(C)CC2)CC1 (stereo unspecified) | i | 45 | -0.3 | 1461 | 0% | i | 5 | 21 | 631 | -0.44 | 1457 | 2.1 | 1.8 | 2.8 | 0.1% | -0.7 | -0.29 | -0.23 | 1.3
Cc1ccc(C(=O)Oc2cccc(NC(=O)c3cccs3)c2)cc1S(=O)(=O)N1CCOCC1 | i | 38 | . | . | 31% | i | 30 | -4 | 814 | 0.14 | 835 | 2.0 | 1.1 | 6.0 | -0.8% | 0.59 | -0.25 | 0.82 | 0.8
Fc1ccc(OCc2nn3cnnc3s2)cc1 | i | 25 | 0.4 | 993 | 19% | i | 16 | -8 | 700 | -0.07 | 1281 | 2.4 | 1.2 | 4.5 | 0.8% | -0.65 | -0.18 | 0.035 | 0.42
Cc1cc(N2CCN(S(=O)(=O)c3ccc(Cl)c(Cl)c3)CC2)c2ccccc2n1 | i | 18 | 1.0 | 1356 | 3% | i | 17 | -30 | 651 | 0.17 | 1225 | 8.4 | 0.6 | 21 | 0.8% | 0.62 | 0.17 | 0.66 | -0.24
